Screening data deposited in PubChem BioAssay by National Center for Advancing Translational Sciences (NCATS).
D1 ag: activates the human D1 dopamine receptor; activation, % at 2 µM; P21728; 360,000 tested, 1% active; HEK293 T-REx D1 cells, calcium flux, agonist mode; in the data active = activation above about 30%; also: 0% is about no effect
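Inducible HEK293 T-REx D1 cells, force-coupled to calcium signalling, were plated at 4000 cells/well with tetracycline and held overnight at 30 C. After no-wash calcium dye loading, compound-evoked calcium rise over 180 s flagged agonists.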
Vif-A3G inh: Vif-A3G binding inhibition; 410,000 tested, 0.076% active; Potency, µM (highest dose often 46.1 µM), without a hit: at the top dose activity, negative = active, usual class: inhibitors; HeLa A3G-eYFP + Vif (tagged APOBEC3G with the HIV-1 protein that degrades it), YFP fluorescence, overnight; Q9HC16;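 also: potency is read from the fitted curve at half-maximal effect; % is scaled to controls: 0 for no effect and ±100 for the full control effect; nearly all actives have a fitted effect of over 60% in size; hits raise eYFP signal because A3G escapes Vif-driven loss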
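HeLa cells stably expressing Vif and C-terminally eYFP-tagged A3G, seeded overnight at 37 deg C, then exposed to compound by pintool overnight at 37 deg C. Rise in yellow fluorescence (Ex 488/Em 500-530, Acumen) marks blocked Vif-driven A3G degradation.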
D1 PAM: potentiators of human D1 dopamine receptor; HEK293 TREx D1 cells, calcium flux, dopamine EC20 potentiation; potentiation, % at 10 µM; 360,000 tested, 0.036% active; P21728; in the data active = potentiation above about 30%; also: 0% is about no effect
D2 potentiator: positive allosteric modulators of human D2 dopamine receptor. potentiation, % at 10 µM. 340,000 tested, 0.34% active. AID 485347. P14416. HEK293 T-REx D2, calcium flux, EC20 dopamine potentiation;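 active = potentiation over 3 SD above the plate norm, cut at about 30% in these data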; also: 0% is about no effect
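Potentiation of an EC20 dopamine calcium response is measured in a force-coupled, tetracycline-inducible Hek293 Trex D2 line. Compound-only kinetic reads over 180 s flag agonists before dopamine addition.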
RXFP1 antagonist: blocks the human relaxin receptor RXFP1 | AID 1259400 | Q9HBX9 | activity change, negative = inhibition, % at 57.5 µM | 350,000 tested, 0.59% active | HEK293-RXFP1, relaxin-stimulated cAMP HTRF, 30 min; active compounds read low;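 active = activity change of -60% or lower, but not beyond a set lower limit; inconclusive = change between -60% and -40%, or beyond the set limit; inactive = change above -40%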; also: % is scaled to controls: 0 for no effect and ±100 for the full control effect
Target sequence (Q9HBX9 whole entry, looked up): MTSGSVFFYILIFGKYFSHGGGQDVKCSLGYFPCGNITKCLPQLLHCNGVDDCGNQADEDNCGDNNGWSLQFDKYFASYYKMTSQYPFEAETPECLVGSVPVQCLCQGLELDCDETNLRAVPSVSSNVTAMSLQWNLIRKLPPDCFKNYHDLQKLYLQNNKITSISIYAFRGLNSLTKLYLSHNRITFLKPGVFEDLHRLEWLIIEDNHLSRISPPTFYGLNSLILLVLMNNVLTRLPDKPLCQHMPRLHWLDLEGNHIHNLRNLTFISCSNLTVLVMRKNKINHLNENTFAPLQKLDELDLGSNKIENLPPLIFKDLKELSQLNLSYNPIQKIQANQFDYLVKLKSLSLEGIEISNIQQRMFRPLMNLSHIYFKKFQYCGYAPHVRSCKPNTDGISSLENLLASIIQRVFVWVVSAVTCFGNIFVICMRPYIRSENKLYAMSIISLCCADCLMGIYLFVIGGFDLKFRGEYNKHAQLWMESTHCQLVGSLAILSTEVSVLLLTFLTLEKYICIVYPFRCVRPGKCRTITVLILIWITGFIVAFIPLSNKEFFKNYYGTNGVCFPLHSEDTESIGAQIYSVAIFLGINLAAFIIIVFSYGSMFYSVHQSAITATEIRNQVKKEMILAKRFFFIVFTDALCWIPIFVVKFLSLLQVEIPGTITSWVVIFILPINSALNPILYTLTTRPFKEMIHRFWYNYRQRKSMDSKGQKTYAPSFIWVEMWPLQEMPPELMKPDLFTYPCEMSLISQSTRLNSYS
RXFP1 agonist: RXFP1 (human) receptor agonism. Q9HBX9. HEK293T-RXFP1 cAMP TR-FRET, 30 min; response scale: percent of porcine relaxin response, buffer zero. Potency, µM (highest dose often 57.5 µM), for inactives: at the highest dose activation, actives largely listed as activators. 370,000 tested, 0.3% active. AID 2676; also: potency is read from the fitted curve at half-maximal effect; % is scaled to controls: 0 for no effect and ±100 for the full control effect; nearly all actives have a fitted effect of over 60% in size; many of its hits are not listed in these tables
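Agonist response is measured as cAMP accumulation in an RXFP1-transfected HEK293T line under PDE4 inhibition. Values are scaled between buffer-only and 29 nM porcine relaxin, and EC50s come from standard Hill equation fits.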
D1 antag: antagonists of human D1 dopamine receptor; P21728; HEK293 TREx D1 cells, calcium flux, dopamine EC80; active compounds read low; activity change, negative = inhibition, % at 10 µM; 360,000 tested, 3.2% active; in the data active = activity change below about -30%; also: % is scaled to controls: 0 for no effect and ±100 for the full control effect
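Calcium flux readout: force-coupled, inducible Hek293 Trex D1 line, cells induced overnight at 30 C with tetracycline, dye-loaded 30–90 min at RT. Antagonism scored against EC80 dopamine challenge given 180 s after compound.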
Vif-A3F inh: Vif-A3F binding inhibition; HeLa A3F-eYFP + Vif (tagged APOBEC3F with the HIV-1 protein that degrades it), YFP fluorescence increase; Potency, µM (series often up to 46.1 µM), for the others: at the top dose activity, negative = active; 390,000 tested, 0.2% active; AID 602313; also: potency is read from the fitted curve at half-maximal effect; % of control where 0% means no effect; nearly all actives have a fitted effect of over 65% in size
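HeLa cells stably expressing A3F-eYFP plus Vif, plated and incubated overnight at 37 deg C, then exposed to compounds overnight at 37 deg C. Blocked degradation read as raised yellow fluorescence (Ex 488/Em 500-530).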
Glioma ERSR ind: induces the endoplasmic reticulum stress response in human glioma cells; U87-MG GRP78 promoter luciferase reporter, 16 h; Potency, µM, inactives show at the highest dose activation, usual class: activators; AID 602332; 420,000 tested, 0.02% active; also: potency is read from the fitted curve at half-maximal effect; series mostly up to about 76 µM; % of control where 0% means no effect; nearly all actives have a fitted effect of over 35% in size
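ERSR induction read as luciferase luminescence (Bright-Glo, 10 min at room temperature) in stably transfected human U87-MG glioma cells exposed to compounds for 16 h, using GRP78 as sensor.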
Active calls of the source: *; ? = inconclusive; · = not tested or not shown. Unless noted, calls follow the shape of the dose curve; as a rule, active = well fitted curve in the direction sought with a large enough effect; inconclusive = small, poorly fitted or top-dose-only effect, or another doubt; inactive = no such curve, though single readings can be large; an effect the other way counts as inactive or inconclusive. A portion of the library (hit frequency here may not be typical).

structure	D2 potentiator	RXFP1 agonist	D1 PAM	Vif-A3F inh	D1 ag	D1 antag	Vif-A3G inh	RXFP1 antagonist	Glioma ERSR ind
COc1cc2[nH]c(=O)c(C(=O)NCc3ccc(F)cc3)c(O)c2cc1OC	-1	7.3%	-8	0%	0	8	-1%	6	0%
COc1ccc(CN(C)CC(O)COC(c2ccccc2)c2ccccc2)c(OC)c1OC (stereo not drawn)	9	-6.1%	-9	1%	10	-3	0%	-38	-3%
COc1ccc(NC(=O)c2ccccn2)cc1	-8	-2.7%	-10	0%	1	14	1%	-8	-13%
COCCNC(=O)/C(C#N)=C/c1ccccc1Br	·	-0.2%	-3	-23%	-2	·	-6%	-10	4%
CC(C)(C)C1=NN=C2c3ccccc3C(=O)C21 (stereo not drawn)	3	-0.3%	-2	-7%	0	15	0%	12	1%
Cc1ccc(-n2nnnc2SCC(=O)N2c3ccccc3NC(=O)C2(C)C)cc1	·	0.8%	2	-3%	2	-3	-8%	6	-3%
CCOC(=O)c1c(C)nn(-c2ncccc2NC(=O)CCC(=O)O)c1C	16	1.1%	1	-13%	1	-5	1%	6	-11%
Cc1cc(C)cc(N(C(=O)Cc2cccs2)C(C(=O)NC2CCCCC2)c2ccccn2)c1 (stereo not drawn)	-3	0.5%	6	-7%	20	-8	1%	-13	1%
CCn1c2ccccc2c2nnc(SCC(=O)O)nc21	-3	12%	-1	4%	-2	6	1%	9	0%
COc1cccc(C(c2sc3nc(-c4ccco4)nn3c2O)N2CCC(C)CC2)c1 (stereo not drawn)	-4	0.7%	-2	2%	-1	·	-4%	2	-3%
O=C(Cn1ncc2c(=O)oc3ccccc3c21)Nc1nc2ccccc2s1	-4	0.8%	0	·	4	1	·	·	·
COc1cc(NC(=O)c2cccc3c2C(=O)N(Cc2cccnc2)C3)cc(OC)c1OC	16	0.0%	2	2%	-1	-16	-4%	-5	-1%
COc1ccc(NS(=O)(=O)c2cc(NC(=O)Cc3n[nH]c(=O)c4ccccc34)ccc2OC)cc1	·	·	·	0%	·	·	-1%	-1	-4%
O=C(CN1CCc2ccccc2C1)Nc1ccc(Br)cc1	-22	-1.8%	-2	-6%	3	1	0%	-16	3%
Cc1ccccc1OCC(=O)NS(=O)(=O)c1ccc(Cl)cc1	4	-2.2%	3	-15%	3	0	-8%	-6	0%
Cc1ccc(Cn2c(CNS(=O)(=O)c3c(C)cc(C)cc3C)nc3cccnc32)cc1	9	-0.1%	0	?	1	10	-7%	-6	0%
O=C1c2ccccc2-c2onc3c(NCCO)cc(NC4CCCCC4)c1c23	·	-5.2%	-2	-16%	1	-1	5%	-26	-1%
CN(C(=S)NC(=O)C1CC1)c1ccc(O)cc1	1	0.7%	·	-2%	10	-8	-7%	0	-5%
Cc1cccc(N2C(=O)N3[C@H](c4ccc(Cl)cc4)[C@@H]4C(=O)N(C5CCCCC5)C(=O)[C@@H]4[C@]3(Cc3ccc(Cl)cc3)C2=O)c1	-4	1.6%	-8	0%	11	-40*	-1%	·	-2%
CCS(=O)(=O)N1CCC(C(=O)Nc2cc(Cl)ccc2O)CC1	2	-0.5%	-2	-2%	2	-3	-7%	-11	-4%
O=C(Nc1ccc(OC(F)(F)F)cc1)C1CCN(S(=O)(=O)c2ccc3[nH]c(=O)ccc3c2)CC1	10	-0.6%	-5	-3%	1	-14	0%	·	-2%
CCCn1c(=O)c2sccc2n2c(CCCC(=O)Nc3ccccc3F)nnc12	-1	15%	1	-1%	3	12	-10%	-14	1%
Cc1cccc(OCC(=O)Nc2ccc3nc(Nc4cccc(Cl)c4)cc(C)c3c2)c1	-15	?	0	-1%	1	-19	-6%	·	0%
Cc1ccc2cc(C=C(C#N)C#N)c(N3CCCCC3)nc2c1	0	24%	0	-10%	1	37	-6%	15	4%
Cc1ccc(N(CC(C)C)S(=O)(=O)c2nnc(NC(=O)C(C)C)s2)cc1	-3	1.2%	-1	0%	10	11	-3%	7	-4%
CN(C)c1cccc(C(=O)N2CCCC(C(=O)c3cc(F)ccc3F)C2)c1 (stereo not drawn)	-2	-0.5%	3	1%	-1	7	1%	-7	-2%
COc1ccc(C2(C(=O)Nc3ccc(C)cc3)CCOCC2)cc1	9	-1.6%	-6	0%	3	-12	1%	-5	0%
Cc1ccc(-n2c(Cc3ccccc3)n[nH]c2=S)c(C)c1	-10	-0.7%	-3	?	-3	·	-7%	-27	2%
CCS(=O)(=O)c1nc(S(=O)(=O)c2ccc(Cl)cc2)c(N2CCN(C)CC2)s1	-29	-1.0%	-2	-3%	2	40	-2%	22	-2%
Cc1cccc(OCC(=O)NCc2ccncc2)c1C	5	0.4%	3	1%	5	-6	-3%	·	-3%
CCOc1ccc(OCC)c(Nc2nc3ccccc3c3nnc(C)n23)c1	-4	0.9%	0	6%	0	-2	2%	-4	-2%
COc1cccc(C(=O)C2CCCN(Cc3cn[nH]c3C3CCCCC3)C2)c1 (stereo not drawn)	·	-3.1%	-3	-6%	5	-20	0%	-10	-7%
O=C(c1cnn(C(=O)c2ccc(O)cc2)c1)c1ccccc1O	8	-1.9%	-8	·	1	-4	·	·	·
O=C(Oc1ccc(Br)cc1C(=S)N1CCCC1)c1ccccc1Cl	5	-0.3%	3	-4%	1	-12	-3%	-6	-4%
Oc1ccc(-c2cn3ccccc3n2)cc1O	-7	-3.7%	2	-9%	2	-7	0%	-10	-4%
CCCCS(=O)CC(CS(=O)CCCC)OC(=O)c1ccccc1 (stereo not drawn)	-6	1.5%	-4	-26%	3	-4	0%	6	-1%
CCC(=O)Nc1cccc(NC(=O)COc2ccc(OC)cc2)c1	2	0.3%	-6	1%	6	-15	0%	5	3%
CCN1CCN(C(=O)/C=C/c2ccc(OC)cc2)CC1	3	3.9%	1	-5%	6	-3	1%	5	-2%
O=C(/C=C/c1ccccc1Cl)N1CCC(c2nc3ccccc3o2)CC1	5	-0.5%	-1	-5%	0	-5	-3%	-34	2%
Cc1cc(C)c2cc(CN(CC3CCCO3)S(=O)(=O)c3ccc4c(c3)OCCO4)c(=O)[nH]c2c1 (stereo not drawn)	1	3.6%	-3	-1%	1	-5	-3%	-9	4%

Brought forward from above: two compounds; new compounds follow.
structure	D2 potentiator	RXFP1 agonist	D1 PAM	Vif-A3F inh	D1 ag	D1 antag	Vif-A3G inh	RXFP1 antagonist	Glioma ERSR ind
O=C(/C=C/c1ccccc1Cl)N1CCC(c2nc3ccccc3o2)CC1	5	-0.5%	-1	-5%	0	-5	-3%	-34	2%
Cc1cc(C)c2cc(CN(CC3CCCO3)S(=O)(=O)c3ccc4c(c3)OCCO4)c(=O)[nH]c2c1 (stereo not drawn)	1	3.6%	-3	-1%	1	-5	-3%	-9	4%
COc1ccc(CCCc2nnc(SCC(=O)Nc3ccc(C)cc3)o2)cc1	-3	-1.6%	-3	2%	7	-2	0%	-10	-2%
CCn1c(/C=C/Nc2ccccc2)[n+](CC)c2ccc(C(=O)OCC(F)(F)F)cc21	3	3.3%	-3	5%	1	-7	0%	-4	-13%
CCCC(CCC)C(=O)Nc1cccc(-c2cn3c(n2)SCC3)c1	3	0.2%	-3	0%	0	-5	-7%	-26	-1%
CCCCCc1nnc(NC(=O)C2=COCCO2)s1	-1	-0.1%	-1	5%	2	22	2%	-30	-7%
CCOC(=O)c1[nH]c(C)c(CN(CCc2ccccc2)C(=O)CCC(=O)O)c1C	·	1.5%	·	3%	·	·	2%	-4	-4%
Cc1ccccc1NC(=O)c1ccc(NC(=O)c2ccco2)cc1	-13	0.0%	-7	4%	1	10	0%	-8	8%
Cc1cc(S(=O)(=O)NCc2ccccc2)ccc1OCC(=O)N1CCCC1	4	0.8%	-2	4%	2	4	2%	-26	-3%
CS/C(N)=N/N=C/c1ccc([N+](=O)[O-])cc1	21	-0.4%	4	0%	1	-11	2%	1	0%
CCC(=O)N(Cc1c(C)nn(-c2ccccc2)c1Cl)c1ccc(Cl)cc1	-19	-2.9%	-6	3%	4	-18	0%	-12	0%
Cc1ccc2sc(C)[n+](CCC(C)S(=O)(=O)[O-])c2c1 (stereo not drawn)	4	1.2%	-4	?	2	6	0%	-7	-2%
O=C(Nc1ccc([N+](=O)[O-])cc1)c1cccc(S(=O)(=O)Nc2cccnc2)c1	2	2.6%	-5	0%	0	6	1%	-7	-3%
CCC(C)C(=O)Nc1nnc(SCC(=O)Nc2ccccc2F)s1 (stereo not drawn)	-1	0.0%	4	-22%	10	22	0%	9	0%
COc1ccc(/C=N/NC(=O)c2ccncc2)cc1CN1CCCc2ccccc21	12	2.0%	-2	8%	0	24	-2%	?	-3%
O=C(CSc1nc(O)c(Cc2ccccc2)c(=O)n1-c1ccccc1)N1CCOCC1	-6	-1.2%	-1	3%	2	1	0%	-12	-1%
O=C(CSCc1ccc(Cl)cc1)Nc1ccc(S(=O)(=O)N2CCCCCC2)cc1	-1	0.6%	0	-2%	11	5	1%	3	-1%
COc1ccc(NC(=O)C(=O)NCCCO)cc1Cl	3	1.8%	-1	7%	2	4	6%	-5	3%
CCCN(CC1CC1)C(=O)CCc1nnc(CCc2c[nH]c3ccccc23)o1	13	0.1%	4	3%	0	4	-1%	4	14%
Clc1ccc(-c2onc3c2CCCC3)cc1	-4	0.8%	-4	-6%	-3	13	0%	-6	3%
CC1CCc2c(sc3nc4n(c(=O)c23)CCS4)C1 (stereo not drawn)	12	0.9%	-6	0%	0	-2	2%	7	5%
Cc1ccc(N2CC(C(=O)Nc3ccc(S(=O)(=O)N4CCOCC4)cc3)CC2=O)cc1 (stereo not drawn)	-1	2.0%	10	-4%	0	-2	1%	-15	0%
O=[N+]([O-])c1cccc(CSc2nc3ccccc3[nH]2)c1	9	1.3%	-7	4%	7	-9	-1%	0	1%
Cn1cnnc1SCC(=O)Nc1c(F)cc(F)cc1Br	-7	1.2%	2	4%	1	-4	0%	10	-3%
O=C(NCc1cccs1)C1CCCCC1	-12	4.0%	1	-2%	0	-20	-6%	12	-3%
